# Source: PubChem BioAssay
# ADAM10 inh: ADAM10 inhibition, QFRET primary screen; O14672; recombinant ADAM10, EDANS/DABCYL FRET peptide cleavage, 3 h; inhibition, % at 7 µM; 370,000 compounds, 0.62% hits; AID 720582;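 active = inhibition above a per-campaign cutoff equal to the mean of compounds falling between control-based bounds plus 3 SD, cut at about 20% in these data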;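 note: 0% = DMSO wells while the 100% control is not disclosed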
# Target sequence (O14672 214-748 limits assumed): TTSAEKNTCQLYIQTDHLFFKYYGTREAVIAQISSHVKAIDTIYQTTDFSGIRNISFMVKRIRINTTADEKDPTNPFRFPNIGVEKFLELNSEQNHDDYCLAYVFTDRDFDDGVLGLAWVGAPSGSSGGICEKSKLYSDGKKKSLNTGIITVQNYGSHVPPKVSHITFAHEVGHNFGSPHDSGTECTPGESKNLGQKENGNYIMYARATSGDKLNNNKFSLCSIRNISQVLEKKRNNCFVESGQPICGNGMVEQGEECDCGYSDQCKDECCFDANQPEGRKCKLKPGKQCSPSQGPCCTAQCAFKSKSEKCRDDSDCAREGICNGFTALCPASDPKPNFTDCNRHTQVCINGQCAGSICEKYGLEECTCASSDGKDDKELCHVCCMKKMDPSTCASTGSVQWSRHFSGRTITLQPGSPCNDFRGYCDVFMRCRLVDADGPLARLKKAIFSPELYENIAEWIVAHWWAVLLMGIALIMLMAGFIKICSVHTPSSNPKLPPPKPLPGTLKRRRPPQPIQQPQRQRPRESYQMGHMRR
# PG9 binder: small molecules binding HIV-1 gp120 antibody PG9. TR-FRET gp120-PG9 antibody binding. inhibition, % at 6.7 µM. 360,000 compounds, 0.43% hits. AID 624416; in the data active = inhibition above about 8.5%
# FXN GAA850 act: activators of GAA850 frataxin (FXN) promoter; HEK293 lucGAA850 FXN promoter luciferase reporter, 24 h; percent of 10 µM SAHA response; activation, % at 6 µM; 360,000 compounds, 0.56% hits;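 active = activation above the average of all compounds screened plus 3 SD, cutoff fixed separately per campaign, cut at about 7.5% in these data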;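 note: 0% = DMSO wells and 100% = 10 µM SAHA wells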
# hgDAF12 agonist: activates the H. glycines DAF-12 receptor ligand-binding domain; HEK293 GAL4-hgDAF12 UAS-luciferase reporter, agonist luminescence; normalized to butyrate control; activation, % at 6.8 µM; 370,000 compounds, 1.8% hits;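 active = activation above a cutoff set at the mean of all screened compounds plus 3 SD, cut at about 10% in these data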;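 note: 0% = DMSO wells and 100% = sodium butyrate wells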
# hcDAF-12 act: H. contortus DAF-12 activation, primary screen. HEK293 hcDAF-12 lit1-tk-luc reporter, luminescence; 0% DMSO, 100% Δ7-dafachronic acid. AID 652067. 370,000 compounds, 1.4% hits. activation, % at 6.8 µM;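 active = activation above the mean of all tested compounds plus 3 SD, cut at about 5.5% in these data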;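 note: 100% = response to 3 µM Δ7-dafachronic acid high control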
# ADAM17 inh: ADAM17 inhibition, QFRET primary screen; P78536; recombinant ADAM17, EDANS/DABCYL FRET peptide cleavage; inhibition, % at 6.95 µM; 370,000 compounds, 0.83% hits;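 active = inhibition above the mean of compounds lying between control limits plus 3 SD, set per campaign, cut at about 8.5% in these data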;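 note: 0% = DMSO-only wells as the low control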
# SMARCA2 act: increases SMARCA2 function in MMTV reporter cells; MG213 cells, MMTV-luciferase reporter, dexamethasone, overnight; activation, % at 9.1 µM; 370,000 compounds, 1% hits; AID 652017; in the data active = activation above about 7.8%;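 note: 0% = vehicle wells and 100% = reference activator wells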
# DAX1 inh-1: inhibits human nuclear receptor DAX1. HEK293 Gal4-DAX1 luciferase reporter, luminescence. inhibition, % at 6.75 µM. 340,000 compounds, 0.99% hits. AID 504766;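 active = inhibition above the mean over all tested compounds plus 3 SD, cut at about 4.2% in these data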;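 note: 0% = DAX1-transfected cells with DMSO and 100% = empty-vector control cells with DMSO; inhibition shows as a rise in luminescence from relieved DAX1 repression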
# Target sequence (P51843 207-470 limits assumed): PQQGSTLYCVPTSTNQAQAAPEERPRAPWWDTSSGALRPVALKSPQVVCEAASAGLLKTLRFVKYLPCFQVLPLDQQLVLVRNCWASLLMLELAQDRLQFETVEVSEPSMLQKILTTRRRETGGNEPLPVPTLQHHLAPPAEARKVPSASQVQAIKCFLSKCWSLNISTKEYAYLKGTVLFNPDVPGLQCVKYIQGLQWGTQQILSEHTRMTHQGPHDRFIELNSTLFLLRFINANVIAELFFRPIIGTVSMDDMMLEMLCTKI
# ssDAF12 agonist: activators of S. stercoralis DAF-12 nuclear receptor; HEK293 ssDAF-12/GRIP1 lit1-tk-luc reporter, luminescence; % of 3 µM dafachronic acid response; AID 652126; 370,000 compounds, 1% hits; activation, % at 6.8 µM;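 active = activation above the mean over all tested compounds plus 3 SD, cut at about 0.9% in these data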;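 note: 0% = DMSO-only wells and 100% = 3 µM delta7-dafachronic acid wells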
# NPR1 activator: GC-A (human) enzyme activation | P16066 | HEK293 GC-A cells, cGMP TR-FRET, EC30 ANP; 0% at EC30 ANP, 100% saturating ANP | activation, % at 10 µM | 370,000 compounds, 0.14% hits; in the data active = activation above about 40%
# DAX1 inh-2: DAX1 (NR0B1) inhibition, primary screen. AID 652010. 370,000 compounds, 1.1% hits. HEK293T StAR-luciferase reporter, SF-1/DAX-1 repression relief. inhibition, % at 6.8 µM;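 active = inhibition above the mean over all tested compounds plus 3 SD, cut at about 3.6% in these data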;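 note: 0% = DAX-1 cells with DMSO and 100% = cells lacking DAX-1 with DMSO; higher inhibition means more luminescence from relief of DAX-1 repression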
# The depositor's hits bear a star; nt = not tested or not shown.
# Assay codes – A = ADAM10 inh; B = PG9 binder; C = FXN GAA850 act; D = hgDAF12 agonist; E = hcDAF-12 act; F = ADAM17 inh; G = SMARCA2 act; H = DAX1 inh-1; I = ssDAF12 agonist; J = NPR1 activator; K = DAX1 inh-2
1) Cc1cc(C=C2C(=O)NC(=O)NC2=O)c(C)n1-c1cccnc1
  A: -21.1	B: -0.2	C: 1.3	D: -1.2	E: -0.8	F: -13.2	G: 0.0	H: 2.2	I: -1.9	J: -23.2	K: -0.1

2) CCOC(=O)COc1ccc2c(c1)c(C(C)=O)c(C)n2Cc1ccccc1
  A: 5.5	B: 0.3	C: 0.8	D: 0.3	E: -0.5	F: 1.9	G: 0.4	H: 0.4	I: -1.4	J: 13.1	K: 0.4

3) Cc1cccc(-n2c(O)c(C=Nc3ccc(Br)cn3)c(=O)[nH]c2=O)c1
  A: -1.5	B: 0.6	C: 1.9	D: -1.5	E: -1.5	F: -2.5	G: -1.1	H: 0.3	I: -0.7	J: 2.4	K: -0.9

4) COC(=O)C1=C(c2ccc(OCc3ccccc3)cc2)C[C@@H]2CC[C@H]1N2C(=O)NCc1ccc(N(C)C)cc1
  A: 19.7	B: -0.7	C: -6.1	D: 2.7	E: -1.7	F: 3.4	G: 1.2	H: 1.1	I: -1.5	J: -2.2	K: -0.1

5) CNC1(c2ccc(F)cc2)CCCCC1
  A: -19.6	B: 0.9	C: 0.1	D: 2.6	E: 0.0	F: -3.9	G: -2.1	H: 0.1	I: -1.2	J: -0.1	K: 1.3

6) CC(=O)c1cn(Cc2ccc(C#N)cc2)c2ccccc12
  A: -7.2	B: -2.1	C: 0.6	D: -2.1	E: -2.0	F: -1.4	G: -4.2	H: 0.0	I: -1.6	J: -1.1	K: -1.2

7) CCOc1ccccc1N1C(=O)NC(=O)/C(=C/c2ccc3c4c(cccc24)CC3)C1=O
  A: -297.2	B: 0.6	C: -1.9	D: -1.8	E: -1.4	F: -92.6	G: -0.2	H: -0.1	I: -1.3	J: 2.7	K: 0.0

8) Cc1cccc(-n2c(C)nc3ccccc3c2=O)c1C
  A: 5.6	B: -1.4	C: -1.2	D: -2.3	E: 3.5	F: -1.5	G: 2.2	H: -0.5	I: -1.7	J: -1.8	K: -1.1

9) COC(=O)C1=C(c2ccc(OC)c(OC)c2)C[C@@H]2CC[C@H]1N2C(=O)N1CCC(C)CC1
  A: 4.1	B: -0.7	C: -0.6	D: -2.4	E: -2.2	F: -0.8	G: 1.1	H: -1.9	I: -1.2	J: -0.1	K: -0.6

10) COc1ccc(OC)c(CNCCc2ccc(OC)c(OC)c2)c1
  A: -1.9	B: -1.3	C: -0.3	D: -0.6	E: -1.2	F: -1.5	G: -1.7	H: 1.3	I: -1.1	J: -10.2	K: 0.0

11) S=P(NC1CCCCC1)(N1CC1)N1CC1
  A: 0.9	B: -1.0	C: -0.6	D: 1.8	E: 1.5	F: 1.8	G: -1.4	H: 0.4	I: -1.2	J: -0.7	K: 0.1

12) CN(C)S(=O)(=O)c1cc(NC(=O)C[N+]23CCN(CC2)CC3)ccc1Cl
  A: -7.7	B: 0.5	C: -0.3	D: 5.2	E: 0.1	F: -5.7	G: -1.6	H: -1.3	I: -0.8	J: -1.7	K: -0.6

13) Cc1cccc(-n2c(O)c(/C=N/N3CCOCC3)c(=O)[nH]c2=S)c1
  A: 1.0	B: 1.0	C: 0.9	D: 3.5	E: -0.2	F: 3.0	G: -2.3	H: 0.0	I: -1.0	J: 1.5	K: 0.3

14) Cc1cccc([N+](=O)[O-])c1
  A: -14.2	B: -2.1	C: 0.5	D: -0.1	E: -1.1	F: -2.4	G: 4.5	H: 0.2	I: -1.0	J: 1.2	K: -0.1

15) O=C1OCCC1C(=O)c1ccccc1 (configuration not stated)
  A: 3.3	B: -0.8	C: -1.1	D: 0.3	E: -1.0	F: -0.1	G: 2.0	H: 1.0	I: -0.9	J: -0.2	K: 0.7

16) C=CCn1c(O)c(C=NCCCn2ccnc2)c(=O)[nH]c1=O
  A: -1.0	B: -2.1	C: -1.7	D: 2.7	E: 0.7	F: -0.7	G: 3.6	H: -1.3	I: -0.1	J: 1.0	K: -0.1

17) CCP(=S)(CC)c1ccc(N(C)C)cc1
  A: -1.7	B: 1.0	C: 1.2	D: -0.1	E: -1.0	F: 1.1	G: -2.4	H: 0.8	I: -1.1	J: -1.6	K: -0.7

18) COC(=O)C1=C(c2ccc(F)cc2OCc2ccccc2)C[C@@H]2CC[C@H]1N2C(=O)NCc1ccc(C)cc1
  A: 13.6	B: -0.4	C: -1.8	D: -2.4	E: -1.1	F: 5.2	G: -1.2	H: -1.6	I: -1.4	J: -2.5	K: -0.7

19) CCOP(=O)(OCC)C(NC(=O)c1cccc([N+](=O)[O-])c1)C(Cl)(Cl)Cl (configuration not stated)
  A: -10.3	B: -0.2	C: 0.3	D: 0.0	E: 0.1	F: -3.1	G: -0.4	H: 0.5	I: -1.0	J: 2.2	K: -0.3

20) O=C(Cc1ccccc1)N1CCN(Cc2ccc(F)cc2)CC1
  A: 5.1	B: 1.6	C: 0.2	D: 2.1	E: -1.4	F: 3.1	G: 0.3	H: -0.1	I: -1.1	J: 0.0	K: 0.2

21) CCNC(=S)N(C)CCc1cc2c(c(OC)c1C=C1C(=O)N(C)C(=O)N(C)C1=O)OCO2
  A: -3.3	B: -2.4	C: 0.0	D: -3.2	E: -2.1	F: -3.2	G: -1.3	H: nt	I: -1.1	J: 2.7	K: -0.6

22) O=C1C(=O)N(c2ccccc2)P(=O)(N(CCCl)CCCl)N1c1ccccc1
  A: -8.2	B: 0.8	C: 1.2	D: 12.1*	E: 5.3	F: -3.5	G: 3.4	H: 3.0	I: 0.1	J: 0.7	K: 8.1*

23) O=C(Cn1c(=S)[nH]c2ccccc2c1=O)N1CCC2(CC1)OCCO2
  A: 5.8	B: -1.8	C: -2.7	D: 2.2	E: 3.2	F: 0.2	G: 3.2	H: 0.6	I: 0.0	J: 0.4	K: -0.6

24) COc1ccc(-n2nnnc2C(CCc2ccccc2)N2CCC3(CC2)C(=O)NCN3c2ccccc2)cc1 (configuration not stated)
  A: 27.6*	B: 0.1	C: nt	D: -3.4	E: -2.8	F: 11.7*	G: -3.8	H: nt	I: -1.2	J: -2.9	K: -1.7

25) C[N+](C)(C)CC1CCCC1=O (configuration not stated)
  A: -3.5	B: -0.9	C: 0.3	D: 2.0	E: 4.6	F: -4.8	G: 1.3	H: 1.1	I: -1.2	J: -0.1	K: -0.1

26) CNc1ccc2nc3ccccc3[n+](C)c2c1
  A: 3.3	B: -52.7	C: -7.5	D: -12.9	E: -4.7	F: -0.7	G: -4.0	H: -3.0	I: -2.0	J: -60.4	K: -2.7

27) O=C(N/N=C\C1C(=O)NC(=S)N(c2ccccc2)C1=O)c1ccc(O)cc1 (configuration not stated)
  A: -5.5	B: -7.2	C: 2.4	D: 4.0	E: 0.9	F: -0.6	G: 2.1	H: 0.0	I: -0.8	J: -1.7	K: 0.6

28) COC(=O)C1=C(c2cc3ccccc3s2)C[C@@H]2CC[C@H]1N2C(=O)NCCNC(C)=O
  A: 5.8	B: -0.7	C: -0.4	D: -1.3	E: 0.8	F: 0.3	G: -0.9	H: 1.2	I: -0.6	J: 2.9	K: -0.1

29) C#C[C@]1(O)CC[C@H]2[C@@H]3CCC4=CC(=O)CC[C@]4(C)[C@H]3CC[C@@]21C
  A: -9.3	B: -0.1	C: 4.2	D: -2.7	E: 0.8	F: -7.6	G: 0.8	H: -0.7	I: -1.1	J: 1.8	K: 0.3

30) Cc1ccc2[nH]c(C)c(CCNCc3cccnc3)c2c1
  A: 3.3	B: -2.5	C: 0.3	D: -0.8	E: -1.2	F: -3.3	G: -1.1	H: 0.1	I: 1.0*	J: -7.0	K: 0.4

31) COc1ccc(CN2CCN(C(=O)Cc3ccccc3)CC2)cc1Br
  A: -1.9	B: -2.1	C: 0.4	D: -2.0	E: -2.0	F: 4.6	G: -1.2	H: 0.7	I: -1.3	J: -2.0	K: 0.0

32) C=CCN1C[C@H](C)N(C(c2ccc(C(=O)N(CC)CC)cc2)c2cccc(OC)c2)CC1C (some centres not stated)
  A: -4.1	B: 0.4	C: nt	D: 0.0	E: 3.2	F: 1.3	G: 6.2	H: nt	I: -1.4	J: 4.2	K: 0.1

33) CC(=O)OC1N=C(c2ccccc2Cl)c2cc(Br)ccc2N(C)C1=O (configuration not stated)
  A: 2.0	B: -1.1	C: -0.6	D: 0.0	E: 0.4	F: -1.6	G: -3.2	H: -0.6	I: -1.7	J: -12.6	K: -0.1

34) CN1C(=O)C(=Cc2ccccc2Oc2ccc(Cl)c(F)c2)C(=O)N(C)C1=O
  A: -6.9	B: 0.2	C: 1.3	D: -1.6	E: -2.0	F: -4.3	G: -1.4	H: 1.0	I: -1.1	J: -3.7	K: 0.0

35) COc1ccc2c(c1)C(NC(C)=O)CCc1cc(OC)c(OC)c(OC)c1-2 (configuration not stated)
  A: 3.6	B: -0.5	C: -1.6	D: -2.8	E: 0.3	F: 0.3	G: -1.9	H: 1.5	I: -0.1	J: -5.3	K: 3.9*

36) CN1CCN(C(=O)COc2ccc(S(=O)(=O)Nc3ccc(F)cc3)cc2)CC1
  A: -3.2	B: -0.8	C: 2.5	D: -0.4	E: -0.2	F: -4.3	G: -2.5	H: 0.3	I: -1.2	J: 1.8	K: -1.9

37) CN(C)C(=Nc1ccccc1)P(=S)(N(C)C)N(C)C
  A: -14.2	B: -0.9	C: 1.9	D: 2.4	E: -1.2	F: 0.3	G: -3.4	H: 0.3	I: -0.9	J: -1.6	K: -0.2

# Some of the compounds tested; the hit share may differ from the screen's.
